SUMO HTRF inh: inhibitors of in vitro SUMOylation cascade, primary screen, biochemical, HTRF, uHTS. hit rate 0.36% among 290,000. SUMO-conjugating enzyme UBC9 (Homo sapiens), P63279. inhibition, % at 35 µM. AID 2006, 2009. HTRF SUMOylation assay, SAE1/SAE2 + UBC9; in the data active means inhibition above about 50%, passing the limit was not always enough; further: strong numbers were not always called active
Target sequence (P63279 whole entry, looked up): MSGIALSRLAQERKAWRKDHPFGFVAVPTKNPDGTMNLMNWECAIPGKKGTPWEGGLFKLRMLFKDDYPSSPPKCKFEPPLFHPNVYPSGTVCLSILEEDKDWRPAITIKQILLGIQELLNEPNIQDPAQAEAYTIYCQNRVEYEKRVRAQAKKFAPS
MEKK2wt PB1 HTS: modulators of MEK5 binding to wildtype MEKK2, primary screen, biochemical, multiplex bead flow cytometry, Alexa488-MEK5; binding response (% of control), % at 10 µM; hit rate 1.1% among 290,000; AID 1531, 2009; Alexa488-MEK5 binding to MEKK2 WT; actives lie on both sides; in the data active means binding response below about 67% or above about 130%
NALP1 inh: NALP1 inflammasome inhibitors in reconstituted yeast, colorimetric, S. cerevisiae, triplicate retest; S. cerevisiae NALP1/ASC/caspase-1 growth, X-gal OD620, 72 h; inhibition, % at 10 µM; hit rate 0.61% among 280,000; in the data active means inhibition mostly above about 24%, no sharp cut-off; inactive means mostly below about 32%; further: some compounds called inactive have numbers as strong as hits
VIM-2 inh: VIM-2 metallo-beta-lactamase inhibitors, primary screen, biochemical, epi-absorbance readout, Pseudomonas aeruginosa enzyme; purified VIM-2, nitrocefin hydrolysis, epi-absorbance fluorescence; inhibition, % at 5.6 µM; hit rate 0.89% among 290,000; AID 1527, 2009;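 active means inhibition above the mean of all tested compounds plus 3 SD, cutoff set per screening run, cut at about 7.5% in these data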;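 further: red hydrolysis product quenches plate fluorescence so inhibitors raise well fluorescence; 0% = enzyme with DMSO and 100% = DMSO without enzyme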
M18AAP inhibitor: PfM18AAP inhibitors, malaria aminopeptidase, primary screen, biochemical, QFRET, recombinant enzyme; AID 1822, 2009; H-Glu-NHMec fluorogenic cleavage; M18 aspartyl aminopeptidase (Plasmodium falciparum 3D7); hit rate 1.2% among 290,000; inhibition, % at 7.35 µM;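 active means inhibition above the campaign mean inhibition over all tested compounds plus 3 SD, cut at about 28% in these data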;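 further: 0% = plate median of test compound wells and 100% = 2 mM ZnCl2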
IMP-1 inh: IMP-1 metallo-beta-lactamase inhibitors, primary screen, biochemical, epi-absorbance readout, Pseudomonas aeruginosa enzyme. metallo-beta-lactamase IMP-1 (Pseudomonas aeruginosa). purified IMP-1, nitrocefin hydrolysis, epi-absorbance fluorescence. inhibition, % at 5.6 µM. hit rate 0.45% among 290,000. AID 1556, 2009;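 active means inhibition above the mean plus 3 SD of all compounds in the same screening run, cut at about 4.5% in these data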;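 further: 0% = IMP-1 with DMSO and 100% = DMSO wells lacking enzyme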
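Assay system: purified IMP-1; Quantity: IMP-1 0.2 nM before substrate addition; Medium: HEPES buffer pH 7.1 with ZnSO4 and Brij 35; Incubation: 15 min enzyme–compound preincubation, then 25 min nitrocefin reaction, 25 °C; Signal: fluorescence quenching readout, ex 480/em 530 nm; Controls: DMSO with and without IMP-1; Repeats: singlicate testing.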
MEKK2 mut-MEK5: MEK5 binding signal on mutant MEKK2 PB1, primary screen, biochemical, multiplex bead flow cytometry, Alexa488-MEK5. Alexa488-MEK5 binding to MEKK2 mutant. percent response, % at 10 µM. hit rate 0.35% among 290,000. AID 1530, 2009; in the data active means percent response above about 24%, passing the limit was not always enough; further: inactives centre near 1; some results filed as inactive read as strong as hits
HCV NS3 hel inh: inhibitors of HCV NS3 helicase, primary screen, biochemical, Cy5 molecular beacon fluorescence. AID 1800, 2009. Hepatitis C virus NS3 helicase. hit rate 0.56% among 290,000. inhibition, % at 10.9 µM. NS3 helicase DNA unwinding;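 active means inhibition above the mean of all tested compounds plus 3 SD, set per campaign, cut at about 35% in these data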;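 further: 0% = DMSO wells and 100% = thioflavine S control wells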
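Assay system – hepatitis C virus NS3 helicase domain fragment enzyme · Buffer or medium – MOPS pH 6.5, MgCl2, DTT, Tween20, BSA · Reagent – Cy5/quencher beacon DNA duplex and ATP to start · Compound – single 10.9 µM dose · Timing – 1 h at 25 °C · Technique – Cy5 beacon fluorescence read at start and 1 h · Measure – % inhibition of unwinding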
DNA FID counter: compounds displacing fluorescent DNA intercalator, primary screen, artefact control for HCV NS3 helicase inhibitor project, biochemical, FID fluorescence. DNA fluorescent intercalator displacement. inhibition, % at 7.9 µM. hit rate 0.17% among 290,000; in the data active means inhibition above about 37%;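 further: 0% = vehicle and 100% = reference compound; higher means more ethidium bromide displaced from hairpin DNA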
* hit, by the source's call; · = not tested or not shown. This is a random part of the collection; overall some 4.7% were active at least once.

Results follow in this order: VIM-2 inh, M18AAP inhibitor, DNA FID counter, MEKK2 mut-MEK5, SUMO HTRF inh, HCV NS3 hel inh, NALP1 inh, IMP-1 inh, MEKK2wt PB1 HTS
- O=C(NCCO)c1cc([N+](=O)[O-])cc2c1C=Cc1ccccc1O2
  0.2, -0.6, 3.0, -1.0, 1.7, -0.6, 4.0, -1.1, 98.0
- COCC(=O)Nc1ccc([N+](=O)[O-])cc1OC
  -3.6, 1.0, -2.8, 1.0, 11.3, -7.9, 25.8, -2.6, 100.0
- CCCCn1c(=S)[nH]c2ccccc2c1=O
  -1.9, 3.6, -0.5, -3.0, 16.3, -4.3, 8.2, -1.0, 93.0
- CCS(=O)(=O)c1ccc2c(c1)N(S(=O)(=O)c1ccc(C)cc1)CC(C(=O)O)O2 (stereo not drawn)
  0.1, -2.3, -15.5, -10.0, 1.0, 3.4, -22.5, -0.1, 88.0
- O=C(CCCCl)NC(=S)Nc1ccc(N2CCOCC2)cc1
  0.6, 0.4, -4.0, -7.0, 1.8, 5.8, 5.3, 0.2, 88.0
- CCOCCCN(C)C1CCN(C(=O)c2oc3ccccc3c2NC(=O)COc2cccc(C)c2)CC1
  -0.7, -1.3, 26.6, 7.0, -1.6, -20.2, -24.8, -3.0, 122.0
- Cc1c(C(=O)N2CCc3ccccc3C2)oc2ccc(S(=O)(=O)N3CC(C)CC(C)C3)cc12 (stereo not drawn)
  -2.1, -11.0, -13.4, 1.0, -11.9, 7.4, 21.9, -1.7, 100.0
- O=C(c1ccccc1S(=O)(=O)NCc1ccccc1)N1CCCC1
  ·, ·, ·, 4.0, 16.0, ·, -1.6, ·, 110.0
- O=C(Cc1c(O)c2ccccc2[nH]c1=O)NCc1ccc(F)cc1
  -2.9, 11.3, -2.0, 6.0, -6.2, -11.0, 8.4, -0.9, 104.0
- COc1ccc(/C=C2\SC(=O)N(CC(=O)Nc3ccc(F)cc3)C2=O)cc1O
  1.7, 5.1, 4.1, -2.0, 16.2, -0.1, 24.3, 2.3, 98.0
- COc1cccc(N2C(=O)C3CC=C(Cl)CC3C2=O)c1 (stereo not drawn)
  -2.9, 18.0, -3.8, -4.0, -21.3, 0.8, -0.5, -3.6, 96.0
- O=C(NNC(=S)NC1CCCCC1)c1ccccc1Br
  -4.6, 0.7, -19.5, -5.0, -91.9, -0.2, -25.3, -0.4, 87.0
- COc1ccc(CNc2ncc(-c3ccc(F)cc3)n2C)c2ccccc12
  -1.8, -0.7, 12.2, 16.0, 4.8, -51.8, 15.7, -2.3, 129.0
- COc1cccc(C(c2sc3nc(C)nn3c2O)N2CCC3(CC2)OCCO3)c1 (stereo not drawn)
  -2.3, -6.9, -24.9, 16.0, 2.0, 2.1, 32.8, -4.3, 106.0
- O=C(c1ccccc1SCc1ccc(F)cc1)N1CCOCC1
  -3.5, 4.4, -19.0, -2.0, -3.7, 2.7, -6.0, -2.9, 93.0
- Cc1cc(C)nc(N(C#N)Cc2cccc([N+](=O)[O-])c2)n1
  1.7, -6.2, -0.9, 2.0, 16.7, -6.1, 11.8, -0.3, 102.0
- CCN1C(=O)C(O)(CC(=O)c2ccccn2)c2ccccc21 (stereo not drawn)
  -0.3, 4.3, -7.9, 2.0, 6.2, 0.1, 17.9, 0.5, 99.0
- O=C(COc1ccccc1)N1c2ccccc2Sc2ccccc21
  -1.2, -2.7, -23.8, -4.0, -8.1, -9.8, 17.2, -0.1, 91.0
- Cc1nc2ccccc2nc(C)c1=NOCc1cccc(F)c1
  0.2, -4.3, 0.1, -13.0, -7.3, 4.2, -0.8, -1.2, 86.0
- O=C(NC12CC3CC(CC(C3)C1)C2)c1ccco1
  -1.6, -4.3, -8.5, 13.0, 11.7, 4.8, 11.2, -1.6, 114.0
- CC(C)(C)C(=O)Nc1nnc(SCC(=O)NC2CCCCC2)s1
  -0.1, 0.1, -22.9, 5.0, 24.1, 7.7, 13.0, -2.2, 100.0
- Cc1ccccc1-c1cc(-c2ccccc2O)n[nH]1
  -1.9, 5.2, -1.5, 1.0, -5.5, -5.9, -2.8, -3.1, 102.0
- Cc1c(F)cccc1NC(=O)CCC(=O)O
  -1.7, -2.8, -2.7, 4.0, 6.1, 4.9, 2.5, -0.7, 108.0
- CCCCN(CC)C(=O)C1CCC(CNS(=O)(=O)c2cccc3nsnc23)CC1 (stereo not drawn)
  -1.3, 4.2, -49.8, -1.0, -9.8, 5.4, 1.1, -1.0, 97.0
- O=C(Cn1nc(CNc2ccc(Cl)cc2)[n+]2c1CCCCC2)c1ccc(Br)cc1
  -1.5, -13.1, 23.1, 0.0, -13.4, -65.3, 19.4, 0.7, 120.0
- C=CCOc1ccc(/C=C\c2nc(O)c([N+](=O)[O-])c(=O)[nH]2)cc1OC
  -1.4, 9.3, -20.6, 9.0, 24.6, 12.5, 6.1, -4.8, 109.0
- N#CC1=C(SCC(=O)NCc2ccccc2)NC(=O)CC1c1ccco1 (stereo not drawn)
  2.4, -3.8, -8.2, 13.0, 8.6, 23.6, 33.8, -3.8, 104.0
- COc1ccc(C(=O)Nc2cc3c(cc2N2CCOCC2)n(C)c(=O)n3C)cc1OC
  -1.2, 9.4, -24.9, 9.0, 2.1, 0.5, 15.1, -2.2, 100.0
- CCCc1nc(N)c(C#N)c(N)c1C#N
  -1.1, -8.9, 1.8, 4.0, 2.9, 4.5, -7.8, -1.5, 108.0
- CCc1cc(C(=O)c2ccc(OC)cc2)c(NC(=O)CCC(=O)O)s1
  -2.9, 3.1, -33.8, 1.0, 9.9, 6.9, 1.4, -0.3, 104.0
- COC(=O)c1cc(C(=O)OC)n(Cc2ccc(Cl)cc2Cl)n1
  -2.2, -9.1, -15.2, 0.0, -5.1, 3.8, 9.6, 0.1, 91.0
- CCN(C(=O)CN1C(=O)NC(c2ccccc2)(c2ccccc2)C1=O)c1ccccc1
  -1.7, 3.8, -52.7, 4.0, -6.3, -3.4, -0.2, -2.4, 91.0
- O=C1CCCC2=C1C(c1ccccc1)CC(=O)N2c1ccc(F)cc1F (stereo not drawn)
  -3.3, -2.5, -10.1, 0.0, 4.3, -1.5, -3.5, -3.4, 100.0
- COc1ncccc1-c1nnn(-c2ccc(C)cc2)n1
  1.2, -1.0, -11.8, 1.0, -9.8, -3.4, -3.2, -1.7, 99.0
- COc1cc(C2C(C#N)=C(N)Oc3cc4c(cc32)OCO4)cc(OC)c1OC (stereo not drawn)
  0.2, 4.9, -9.0, -5.0, 5.4, 4.7, -3.8, -3.9, 93.0
- CCn1c(SCC(=O)n2c(C)c(C)c3ccccc32)nnc1-c1ccco1
  -1.2, 8.1, 0.4, 6.0, -1.3, 5.6, -1.4, -2.8, 107.0
- COc1ccc(C(=O)N2CCN(CCNC(=O)C(=O)Nc3ccc(F)cc3)CC2)cc1OC
  -1.9, 1.2, -28.4, 1.0, 16.1, 6.4, 8.8, -2.4, 101.0
- CCCCNC(=O)c1ccc2c(c1)ncn2C1CCCCC1
  -4.0, 3.9, -28.1, -2.0, -2.8, 1.7, 41.6, -3.6, 97.0
- CC(=O)C1=C(C)N(CC2CC2)C(=O)N[C@H]1c1ccc(Br)cc1
  -0.6, -0.2, -9.0, -4.0, 22.0, -1.9, 22.3, 0.7, 97.0
- O=C(c1ccccc1)N1CCOC12CCN(c1ncc(C(F)(F)F)cc1Cl)CC2
  -4.7, -6.5, -3.2, -1.0, 2.3, 1.9, 9.3, 1.3, 101.0
- O=[N+]([O-])c1ccc(N2CCN(S(=O)(=O)c3cnc[nH]3)CC2)cc1
  0.9, -1.5, 2.2, 1.0, -3.6, -1.3, 9.8, 0.4, 100.0
- Cc1nn(C)c(C)c1NC(=O)c1cc2nc(-c3ccco3)cc(C(F)(F)F)n2n1
  -1.4, 2.2, -23.5, -1.0, 20.8, -5.5, -2.3, -3.0, 99.0
- O=C(CN1C(=O)C2C3C=CC(C3)C2C1=O)Nc1ccc(S(=O)(=O)N2CCCCC2)cc1 (stereo not drawn)
  -2.5, -8.4, -16.5, -4.0, 13.8, 1.0, 20.1, -2.3, 91.0
- CCS(CC)=NS(=O)(=O)c1ccc(NC(C)=O)cc1
  2.0, -0.9, -4.3, -3.0, -29.1, 3.3, 12.6, 0.8, 101.0
- O=C(/C=C/c1ccccc1)Nc1ncn[nH]1
  -7.8, 44.6*, 2.8, 6.0, 17.8, -5.4, 5.4, -2.1, 103.0
- O=C(N[C@H](Cc1cc(=O)[nH]c2ccccc12)C(=O)O)c1ccc(Cl)cc1
  -1.0, -11.0, -8.6, 8.0, 20.4, 0.9, 12.5, -3.8, 109.0
- Cc1ccccc1OCC(=O)Nc1nc(C)c(C(=O)N(C)C)s1
  -8.0, -0.1, -25.2, -2.0, 8.1, 1.9, 29.8, -2.2, 92.0
- CCCCn1c(SCC(=O)Nc2cc(NC(=O)c3ccco3)ccc2C)nc2ccccc2c1=O
  0.2, 6.7, -13.7, -12.0, 32.5, -22.9, 16.7, -1.1, 84.0
- COc1ccc(N(CC(=O)Nc2cc(Cl)ccc2OC)C2=NC3CS(=O)(=O)CC3S2)cc1 (stereo not drawn)
  -1.8, 5.0, -6.9, 2.0, 2.4, 29.1, 8.5, -2.1, 99.0
- O=C(Nc1ccccc1)c1ccc(S(=O)(=O)N2CCC(C(=O)O)CC2)cc1
  -0.5, -18.9, -14.0, -3.0, 8.2, 6.7, 21.5, 0.2, 103.0
- CN(C)CCCCCCCCCCC(=O)/C=N/O
  -7.1, 3.4, 7.8, 0.0, ·, -8.0, ·, -1.4, 107.0
- CCOc1ccc2[nH]c(O)c(NC(C)=O)c2c1
  -5.7, -11.8, -1.7, -6.0, 7.3, -12.7, ·, -4.5, 95.0

Five records picked at random from those above, as already listed:
Results follow in this order: VIM-2 inh, M18AAP inhibitor, DNA FID counter, MEKK2 mut-MEK5, SUMO HTRF inh, HCV NS3 hel inh, NALP1 inh, IMP-1 inh, MEKK2wt PB1 HTS
- CN(C)CCCCCCCCCCC(=O)/C=N/O
  -7.1, 3.4, 7.8, 0.0, ·, -8.0, ·, -1.4, 107.0
- CCCCn1c(SCC(=O)Nc2cc(NC(=O)c3ccco3)ccc2C)nc2ccccc2c1=O
  0.2, 6.7, -13.7, -12.0, 32.5, -22.9, 16.7, -1.1, 84.0
- O=C(Nc1ccccc1)c1ccc(S(=O)(=O)N2CCC(C(=O)O)CC2)cc1
  -0.5, -18.9, -14.0, -3.0, 8.2, 6.7, 21.5, 0.2, 103.0
- Cc1ccccc1OCC(=O)Nc1nc(C)c(C(=O)N(C)C)s1
  -8.0, -0.1, -25.2, -2.0, 8.1, 1.9, 29.8, -2.2, 92.0
- CCOc1ccc2[nH]c(O)c(NC(C)=O)c2c1
  -5.7, -11.8, -1.7, -6.0, 7.3, -12.7, ·, -4.5, 95.0
